# High-throughput results deposited in PubChem BioAssay by several laboratories.
# RPL19A-GFP yeast = yeast TOR pathway RPL19A-GFP modulation | S. cerevisiae RPL19A-GFP strain, flow cytometry, 3 h; stronger effect = lower value | percent response vs DMSO, % at 10 µM | 0.3% of 330,000 active;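 active means percent response vs DMSO below 50%; inconclusive means fewer than 70 events counted for the yeast strain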;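 further: median channel GFP fluorescence of the barcoded RPL19A-GFP strain; ratio of sample median GFP to plate DMSO average so 100% = DMSO; lower means less RPL19A-GFP as with rapamycin TOR inhibition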
# AGP1 TOR yeast = alters AGP1-GFP fluorescence in TOR pathway yeast screen | GFP response vs DMSO, % at 10 µM | 0.02% of 320,000 active | S. cerevisiae AGP1-GFP multiplex flow cytometry, 3 h; GFP as percent of DMSO wells | AID 2066;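 active means GFP response relative to DMSO above a set limit, near screen average plus 3 SD, cut at about 150% in these data; inconclusive means fewer than 70 cells counted for the yeast strain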;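 further: median GFP channel fluorescence of the gated AGP1 strain per well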
# LAP4-GFP MLPCN = modulators of TOR pathway LAP4-GFP in S. cerevisiae; S. cerevisiae LAP4-GFP multiplex, flow cytometry GFP, 3 h; median GFP as percent of DMSO wells; GFP response vs DMSO, % at 10 µM; 0.34% of 320,000 active;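 active means GFP response vs DMSO above a set limit, about the screen mean plus 3 SD, cut at about 150% in these data; inconclusive means under 70 cell events counted for the yeast strain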
# CIT2 TOR yeast = modulators of TOR pathway CIT2-GFP in S. cerevisiae; AID 2029; S. cerevisiae CIT2-GFP strain, flow cytometry, 3 h; 100 means same as DMSO wells; GFP response vs DMSO, % at 10 µM; 0.065% of 320,000 active;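 active means GFP response relative to DMSO above a set limit, near the screen mean plus 3 SD, cut at about 150% in these data; inconclusive means Fewer than 70 cells measured for a yeast strain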;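 further: ratio of well median GFP fluorescence to mean of DMSO wells on the plate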
# proCasp7 act = activates human procaspase-7, counter-screen for procaspase-3 activators; activation, % at 8.5 µM; recombinant procaspase-7, Ac-DEVD-pNA absorbance 405 nm; D23A/D198A/D206A triple mutant, cannot self-cleave; scale: DMSO 0, 5 µM enzyme 100; P55210; AID 463210; 0.093% of 330,000 active;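 active means percent activation above the screen-wide mean plus 3 SD, cut at about 25% in these data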
#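 Assay system: Uncleavable procaspase-7 mutant enzyme; Input: 2 µM procaspase-7 mutant as dispensed; Also added: DEVD-pNA substrate; Medium: Zinc-free HEPES pH 7.4 with 300 mM NaCl, 0.01% Triton X-100; Timing: 1 h compound preincubation, 2 h substrate cleavage, 25 °C; Measured by: Epi-absorbance of released pNA at 405 nm, two timepoints.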
# AHR act = activates the human aryl hydrocarbon receptor. P35869. AHR-responsive luciferase reporter cells, luminescence. activation, % at 5 µM. 2.5% of 320,000 active. AID 2796; in the data active means activation above about 47%;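 further: 0% = vehicle wells and 100% = reference agonist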
# Target sequence (P35869 whole entry, looked up): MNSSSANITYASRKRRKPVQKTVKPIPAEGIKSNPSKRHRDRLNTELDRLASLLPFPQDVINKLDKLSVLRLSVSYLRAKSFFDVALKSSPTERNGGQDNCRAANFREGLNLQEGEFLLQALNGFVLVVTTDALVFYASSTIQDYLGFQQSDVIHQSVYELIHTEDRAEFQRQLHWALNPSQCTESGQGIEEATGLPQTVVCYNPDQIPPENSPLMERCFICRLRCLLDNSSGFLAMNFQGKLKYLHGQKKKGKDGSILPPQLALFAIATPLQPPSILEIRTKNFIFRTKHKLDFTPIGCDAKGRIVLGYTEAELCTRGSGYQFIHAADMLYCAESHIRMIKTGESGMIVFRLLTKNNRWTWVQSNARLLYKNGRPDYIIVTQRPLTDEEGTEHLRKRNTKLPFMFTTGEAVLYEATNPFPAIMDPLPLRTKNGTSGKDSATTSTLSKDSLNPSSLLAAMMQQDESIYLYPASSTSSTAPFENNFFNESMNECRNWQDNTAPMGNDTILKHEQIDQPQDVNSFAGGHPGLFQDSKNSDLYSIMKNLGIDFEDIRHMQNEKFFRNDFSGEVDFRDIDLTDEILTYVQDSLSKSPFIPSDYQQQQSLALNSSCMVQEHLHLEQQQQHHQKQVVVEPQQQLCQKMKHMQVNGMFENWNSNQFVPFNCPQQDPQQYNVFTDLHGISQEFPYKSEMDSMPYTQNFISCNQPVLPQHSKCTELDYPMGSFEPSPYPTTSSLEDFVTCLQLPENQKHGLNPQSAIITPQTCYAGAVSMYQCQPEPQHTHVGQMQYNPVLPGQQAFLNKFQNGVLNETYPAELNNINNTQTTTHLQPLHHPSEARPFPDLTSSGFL
# proCasp3 act = activates human procaspase-3; P42574; recombinant procaspase-3 D3A, Ac-DEVD-pNA absorbance 405 nm; activation, % at 8.5 µM; 0.11% of 330,000 active; AID 463141;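 active means activation above the mean of all tested compounds plus 3 SD, cut at about 21% in these data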;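 further: 0% = DMSO alone and 100% = DMSO wells spiked with extra 5 µM PC-3 D3A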
#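 Assay system: Autoprocessing-dead procaspase-3 D3A mutant enzyme; also added: Ac-DEVD-pNA; doses: one concentration, 8.5 µM nominal, 0.8% DMSO; times: 1 h compound preincubation, 2 h substrate hydrolysis at 25 °C; technique: 405 nm absorbance of p-nitroaniline, reads at 0 and 120 min; measure: % activation between DMSO and enzyme-spiked controls; repeats: single replicate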
# MEP2-GFP yeast = alters MEP2-GFP fluorescence in TOR pathway yeast screen; S. cerevisiae MEP2-GFP strain, flow cytometry GFP, 3 h; 100% = DMSO control level; 0.51% of 330,000 active; AID 2016; GFP response vs DMSO, % at 10 µM;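 active means GFP response versus DMSO above a set limit, roughly screen mean plus 3 SD, cut at about 180% in these data; inconclusive means fewer than 70 cells counted for a yeast strain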;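 further: median GFP fluorescence of the barcode-gated MEP2-GFP cells per well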
# * = called active by the depositor; ? = inconclusive.
SMILES,RPL19A-GFP yeast,AGP1 TOR yeast,LAP4-GFP MLPCN,CIT2 TOR yeast,proCasp7 act,AHR act,proCasp3 act,MEP2-GFP yeast
CC(C)N1C(=O)CCC1C(=O)NCc1ccccc1Cl (configuration not stated),103,110,98,111,-5,-2,1,112
Cc1cccc(-n2ccnc2SCC(=O)Nc2nnc(C)s2)c1,99,104,104,107,-5,-1,4,100
C=CCNC(=S)N/N=C/c1ccc(-c2cc(Cl)ccc2Cl)o1,90,92,92,99,1,18,1,98
Cn1c(O)c(/C=C2\C=Nc3ccccc32)sc1=Nc1ccc(C(=O)O)cc1,97,103,107,102,10,51*,2,93
CCOC(=O)CNC(=O)c1sc(NC(=O)/C=C/c2ccccc2)nc1C,100,98,97,88,-4,2,5,96
COC(=O)CCC(=O)Nc1nccs1,100,106,100,107,0,3,5,97
Cc1oc(C(C)(C)C)cc1C(=O)N1CCN(c2ccc(C(F)(F)F)cn2)CC1,101,109,117,108,11,-2,4,106
COc1ccc(C(=O)NCC(=O)N/N=C/C(C)=C/c2ccco2)cc1OC,104,104,98,107,-7,-1,-2,103
CC(=O)N1c2ccc(S(=O)(=O)NCCc3ccc(Cl)cc3)cc2CC1C (configuration not stated),98,103,94,98,10,1,1,91
CCN1CCN(CCc2nc3cc(NC(=O)COc4ccc(Cl)cc4)ccc3n2C)CC1,103,113,113,98,12,-1,3,103
Nc1nc2n(n1)C(=O)CC(c1ccc(Cl)cc1)N2 (configuration not stated),95,96,101,92,1,3,12,99
COc1ccc(CC(=O)NC(c2ccccc2)c2ccc(C)cc2)c(OC)c1 (configuration not stated),99,92,110,91,2,-1,0,100
Clc1ccc(Sc2cc(Cl)c(-c3ccccc3)nn2)cc1,87,90,90,69,0,13,3,101
COc1ccccc1CNC(=O)COC(=O)c1ncc(Cl)c(Cl)c1Cl,102,105,109,107,1,3,1,102
COc1ccc(N(CC(=O)NCCSC2CCCCC2)S(=O)(=O)c2ccccc2)c(OC)c1,93,98,98,101,-4,-1,-2,100
CC[C@]12c3[nH]c4ccccc4c3CCN1C(=O)C(CC(=O)NCCN1CCOCC1)C[C@@H]2C(=O)N1CCN(C(=O)c2ccco2)CC1 (some centres not stated),89,90,88,100,6,-1,12,102
CC(C)CNC(=O)CSc1nnc(CN2CCCCCC2=O)n1-c1ccccn1,99,102,101,100,12,0,3,105
CNC(=O)c1cc(C(=O)c2c(Cl)cccc2Cl)c[nH]1,95,105,105,102,4,-1,4,105
N=c1sccn1CC(=O)Nc1ccccc1-c1ccccc1,99,100,105,99,7,0,-12,106
CCOC(=O)CNc1c(-c2ccc(O)cc2)nc2ccccn12,99,99,102,98,-4,6,3,97
O=C(Nc1ccc(N2CCN(Cc3ccccc3)CC2)cc1)c1ncn[nH]1,101,100,89,95,4,0,1,91
COc1ccc(-n2cnnc2SCC(=O)Nc2cccc(S(=O)(=O)N3CCCCC3)c2)cc1,94,92,106,92,-11,1,3,138
C[N+](C)(C)CCOP(=O)([O-])OC[C@H](O)CO,103,94,98,91,4,0,-3,101
Cc1cc(C)c(C)c(S(=O)(=O)ON2C(=O)c3ccccc3C2=O)c1C,99,69,248*,82,-6,1,-8,92
CCC(C(=O)N1CCN(C(=O)c2ccco2)CC1)n1sc2ccccc2c1=O (configuration not stated),95,108,106,106,-6,3,5,106
SMILES,RPL19A-GFP yeast,AGP1 TOR yeast,LAP4-GFP MLPCN,CIT2 TOR yeast,proCasp7 act,AHR act,proCasp3 act,MEP2-GFP yeast
CC1CCCN(c2nc3c(c(=O)n(C)c(=O)n3C)n2Cc2ccccc2)C1 (configuration not stated),96,95,90,106,14,0,-1,100
COc1ccc(S(=O)(=O)N2N=C(C)Oc3ccccc3C2=O)cc1,102,107,106,101,4,-1,5,106
O=C(Cn1cnc2cc([N+](=O)[O-])ccc2c1=O)Nc1cccc2ccccc12,94,76,80,92,9,8,-7,?
CCCCOc1cccc(C2(C(=O)O)CCCC2)c1,104,99,98,96,8,-1,8,105
FC(F)(F)c1ccc(N2CCN(c3ncnc4c3nnn4Cc3ccccc3)CC2)nc1,97,101,99,101,5,0,-3,104
C[C@]12CC[C@@H]3c4ccc(OC(=O)c5ccccc5)cc4CC[C@H]3[C@@H]1CC[C@@H]2O,107,103,116,109,-8,-4,4,101
Cc1noc(C)c1COc1ccc(C(=O)OCc2nnc(-c3ccc(Cl)cc3)o2)cc1,99,100,103,94,7,6,-2,104
COc1ccc(/C=C/C(=O)NCc2c(C)nn(C)c2C)cc1COc1ccc(Br)cc1,98,105,107,103,3,-10,5,103
O=C(Cc1ccc([N+](=O)[O-])cc1)N/N=C/c1cccs1,112,97,77,99,-1,0,11,106
O=C(Nc1ccc(O)cc1)C1CCCN1S(=O)(=O)c1ccc(F)cc1 (configuration not stated),107,115,143,146,-6,79*,-9,196*
O=C(CSc1ccccc1)N1CCN(S(=O)(=O)c2ccccc2)CC1,96,89,86,87,1,-5,-1,98
CCOC(=O)N1CCC(Nc2c(NCCCN(C)Cc3ccccc3)c(=O)c2=O)CC1,98,94,89,82,5,-1,6,94
COc1ccccc1OCCNC(=O)C(=O)c1c[nH]c2ccccc12,101,103,114,90,7,23,5,95
Cc1ccsc1/C=N/n1c(-c2cc(-c3ccccc3)n[nH]2)n[nH]c1=S,103,93,95,95,-11,2,-13,101
Cc1ccc(NC(=O)c2ccccc2SCC(=O)N2CCCC2)cc1S(=O)(=O)N(C)C,95,74,69,84,1,2,9,91
COc1ccccc1N1C(=O)CC(Sc2ccccc2N)C1=O (configuration not stated),101,102,98,102,-4,17,10,106
COc1ccc(C(=O)OCC(=O)NCCCc2ccccc2)cc1OC,105,104,94,113,-8,0,3,108
COc1ccc(S(=O)(=O)NCC2CCC(C(=O)NCCC(C)C)CC2)cc1 (configuration not stated),106,101,98,112,-8,2,4,105
COc1ccc2c(c1)CCN=C2Cc1ccc(OC)c(OC)c1,100,96,98,94,7,6,6,113
CC(C)(C)NCC(=O)c1c[nH]c2ccccc12,95,96,99,100,-5,11,0,101
COCCN1Cc2cccc(C(=O)Nc3ccc4c(c3)OCCO4)c2C1=O,98,102,110,104,4,12,3,105
O=C(CN1C(=O)C(=O)N(C2CCCC2)C1=O)NCCc1ccc(F)cc1,96,103,101,100,1,0,6,107
Cc1ccccc1C(=O)Nc1ccccc1C(=O)NCC(C)C,94,95,95,91,6,1,-4,94
CCOC(=O)c1c(-n2cnnn2)sc2c1CCCC2,96,99,99,89,2,6,-17,92
COc1ccc(OCC(=O)Nc2ccc3c(c2)CCC3)cc1,99,98,121,96,4,2,-7,103

# Fetched by compound from the list above:
SMILES,RPL19A-GFP yeast,AGP1 TOR yeast,LAP4-GFP MLPCN,CIT2 TOR yeast,proCasp7 act,AHR act,proCasp3 act,MEP2-GFP yeast
Cc1ccccc1C(=O)Nc1ccccc1C(=O)NCC(C)C,94,95,95,91,6,1,-4,94
COc1ccc(C(=O)OCC(=O)NCCCc2ccccc2)cc1OC,105,104,94,113,-8,0,3,108

# (listing goes on)
SMILES,RPL19A-GFP yeast,AGP1 TOR yeast,LAP4-GFP MLPCN,CIT2 TOR yeast,proCasp7 act,AHR act,proCasp3 act,MEP2-GFP yeast
O=C1Nc2cc(C(=O)N3CCOCC3)ccc2S/C1=C\c1ccccc1,97,95,99,98,5,-3,-8,103
CCCOc1ccc(C2C3=C(CCCC3=O)N(CC(=O)O)C3=C2C(=O)CCC3)cc1OCC,102,102,102,95,-8,2,6,105
CN(Cc1ccccc1)C(=O)COC(=O)/C=C/c1ccc2c(c1)OCO2,102,103,92,101,-5,3,9,94
CC1CCCCC1NC(=O)NC(=O)COC(=O)c1cncc(Br)c1 (configuration not stated),102,111,111,97,-7,3,-6,102
N=c1c(-c2nc3ccccc3[nH]2)cc(C(=O)c2cccs2)nn1-c1ccc(Cl)cc1,101,100,109,94,1,31,4,103
CC1Sc2ccc(S(=O)(=O)N3CCC(C(=O)NCc4ccccc4)CC3)cc2NC1=O (configuration not stated),100,97,95,101,0,3,5,105
COc1cccc(-c2csc(N3CCN(CC(=O)Nc4ccc5c(c4)OCO5)CC3)n2)c1,97,101,103,98,-6,-1,5,108
Cc1cccc(/C(N)=N/OC(=O)Cc2cccs2)c1,104,103,105,103,4,1,6,102
CC(C(=O)O)N1CCCCC1 (configuration not stated),108,99,106,101,4,-2,1,104
COc1ccc(NS(=O)(=O)c2cccc(C(=O)Nc3cccc(C(=O)O)c3)c2)cc1,106,99,90,100,2,-1,-5,101
O=C(Nc1sc(-c2ccccc2)cc1C(=O)O)c1ccccc1,102,89,104,87,0,33,-1,108
CC1CCCC(C)N1CCCNC(=O)c1ccc2nc(N3CCOCC3)sc2c1 (configuration not stated),101,103,100,99,-1,7,7,100

# Arranged by SMILES length (highest first): part of the list above
SMILES,RPL19A-GFP yeast,AGP1 TOR yeast,LAP4-GFP MLPCN,CIT2 TOR yeast,proCasp7 act,AHR act,proCasp3 act,MEP2-GFP yeast
CCCOc1ccc(C2C3=C(CCCC3=O)N(CC(=O)O)C3=C2C(=O)CCC3)cc1OCC,102,102,102,95,-8,2,6,105
COc1ccc(NS(=O)(=O)c2cccc(C(=O)Nc3cccc(C(=O)O)c3)c2)cc1,106,99,90,100,2,-1,-5,101
CC1Sc2ccc(S(=O)(=O)N3CCC(C(=O)NCc4ccccc4)CC3)cc2NC1=O (configuration not stated),100,97,95,101,0,3,5,105
O=C(CN1C(=O)C(=O)N(C2CCCC2)C1=O)NCCc1ccc(F)cc1,96,103,101,100,1,0,6,107
CN(Cc1ccccc1)C(=O)COC(=O)/C=C/c1ccc2c(c1)OCO2,102,103,92,101,-5,3,9,94
CC1CCCC(C)N1CCCNC(=O)c1ccc2nc(N3CCOCC3)sc2c1 (configuration not stated),101,103,100,99,-1,7,7,100
COCCN1Cc2cccc(C(=O)Nc3ccc4c(c3)OCCO4)c2C1=O,98,102,110,104,4,12,3,105
CC1CCCCC1NC(=O)NC(=O)COC(=O)c1cncc(Br)c1 (configuration not stated),102,111,111,97,-7,3,-6,102
O=C(Nc1sc(-c2ccccc2)cc1C(=O)O)c1ccccc1,102,89,104,87,0,33,-1,108
Cc1ccccc1C(=O)Nc1ccccc1C(=O)NCC(C)C,94,95,95,91,6,1,-4,94
Cc1cccc(/C(N)=N/OC(=O)Cc2cccs2)c1,104,103,105,103,4,1,6,102
CCOC(=O)c1c(-n2cnnn2)sc2c1CCCC2,96,99,99,89,2,6,-17,92
CC(C(=O)O)N1CCCCC1 (configuration not stated),108,99,106,101,4,-2,1,104
